Statin myotox sup = suppression of simvastatin myotoxicity; C2C12 myotubes + simvastatin, ATP luminescence, 48 h; scaled: DMSO 0, geranylgeraniol control 100; rescue of ATP level, % at 7.49 µM; hit rate 0.78% among 330,000; AID 602340;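 active = mean ATP rescue above about 67%, or every replicate alone reaching that limit, limit read from the data, passing the limit was not always enough; inconclusive = no clear call, values can overlap the other calls; inactive = mean under the limit and some replicate under it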;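 also: myotubes were challenged with 10 µM simvastatin during compound exposure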
Cneo AK release = Cryptococcus neoformans lysis via adenylate kinase release; C. neoformans lysis, adenylate kinase release luminescence, 4 h; normalised: neutral wells 0, clomiphene wells 100; lysis activity, % at 15 µM; hit rate 0.2% among 360,000; AID 651654;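 active = mean lysis activity across replicates of at least 80%, whatever share of replicates individually reach that level; inactive = mean lysis activity below 80%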
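Material – log-phase Cryptococcus neoformans yeast cells · Input – 5 × 10^6 yeast cells/mL · Medium – fresh YPD growth medium · Doses – single compound concentration per well · Timing – static 4 h at 37 °C with compound, 1 h detection · Detection – adenylate kinase release luminescence · Read-out – signal increase indicating cell lysis · Control set – Clomiphene as positive lysis control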
PGC1a acetyl inh = PGC1a acetylation modulation, inhibitor mode; U2OS PGC1a acetylation, AlphaScreen anti-acetyl-lysine; with virally co-expressed GCN5 acetyltransferase; inhibition, % at 15.6 µM; hit rate 0.17% among 350,000; AID 651687;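 active = every replicate shows inhibition of at least 40%; inconclusive = mean inhibition at least 40% but some replicate below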;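 also: 0% = neutral control wells and 100% = positive control wells; some results beyond the cut were filed as inactive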
S100A4 inh HTS = inhibitors of human S100A4 binding to myosin IIA peptide; S100A4/TAMRA-MyoIIA peptide fluorescence polarization; P26447; inhibition, % at 10.7 µM; hit rate 0.14% among 360,000;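 active = mean inhibition of at least 70% across replicates, with every replicate also reaching that level; inconclusive = mean inhibition reaches 70% but some replicates fall short; inactive = mean inhibition below 70%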
Target sequence (P26447 whole entry, looked up): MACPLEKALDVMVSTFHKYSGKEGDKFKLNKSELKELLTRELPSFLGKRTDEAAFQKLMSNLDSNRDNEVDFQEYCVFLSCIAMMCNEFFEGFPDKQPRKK
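Material: S100A4 monomer protein / Buffer or medium: 50 mM HEPES pH 7.2, 10 mM CaCl2, 100 mM KCl / Times: 5 min incubation before reading / Benchmarks: neutral control DMSO, positive control TFP / Reagent: labelled myosin peptide probe, 5 nM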
LGR2 inh = blocks bursicon-induced cAMP signaling via Drosophila LGR2 | hit rate 0.35% among 380,000 | inhibition, % at 9.99 µM | HEK293 LGR2, CRE-luciferase, bursicon-stimulated, 4 h;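 active = drop in luminescence signal, shown as inhibition above about 50% in the replicate tests, limit read from the data, passing the limit was not always enough; inconclusive = probably only some replicates passing the limit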;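 also: agonist challenge used bursicon conditioned medium at about half maximal strength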
SIRT5 block = inhibitors of human sirtuin-5 desuccinylase; hit rate 1.1% among 330,000; Q9NXA8; Purified SirT5, succinyl-peptide AMC, trypsin-coupled fluorescence; inhibition, % at 15 µM; in the data active = inhibition above about 15%; inconclusive = no clear call, values can overlap the other calls
ERAP1 inh = blocks human ERAP1 aminopeptidase activity; recombinant ERAP1, Leu-AMC fluorescence, 60 min; inhibition, % at 10.7 µM; AID 652197; hit rate 0.15% among 340,000;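 active = mean replicate inhibition of at least 30%, or all replicates individually reaching that 30% level; inactive = mean below 30% and not every replicate reaching it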;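 also: 0% = neutral control wells and 100% = L-leucinethiol positive control wells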
Target sequence (Q9NZ08 whole entry, looked up): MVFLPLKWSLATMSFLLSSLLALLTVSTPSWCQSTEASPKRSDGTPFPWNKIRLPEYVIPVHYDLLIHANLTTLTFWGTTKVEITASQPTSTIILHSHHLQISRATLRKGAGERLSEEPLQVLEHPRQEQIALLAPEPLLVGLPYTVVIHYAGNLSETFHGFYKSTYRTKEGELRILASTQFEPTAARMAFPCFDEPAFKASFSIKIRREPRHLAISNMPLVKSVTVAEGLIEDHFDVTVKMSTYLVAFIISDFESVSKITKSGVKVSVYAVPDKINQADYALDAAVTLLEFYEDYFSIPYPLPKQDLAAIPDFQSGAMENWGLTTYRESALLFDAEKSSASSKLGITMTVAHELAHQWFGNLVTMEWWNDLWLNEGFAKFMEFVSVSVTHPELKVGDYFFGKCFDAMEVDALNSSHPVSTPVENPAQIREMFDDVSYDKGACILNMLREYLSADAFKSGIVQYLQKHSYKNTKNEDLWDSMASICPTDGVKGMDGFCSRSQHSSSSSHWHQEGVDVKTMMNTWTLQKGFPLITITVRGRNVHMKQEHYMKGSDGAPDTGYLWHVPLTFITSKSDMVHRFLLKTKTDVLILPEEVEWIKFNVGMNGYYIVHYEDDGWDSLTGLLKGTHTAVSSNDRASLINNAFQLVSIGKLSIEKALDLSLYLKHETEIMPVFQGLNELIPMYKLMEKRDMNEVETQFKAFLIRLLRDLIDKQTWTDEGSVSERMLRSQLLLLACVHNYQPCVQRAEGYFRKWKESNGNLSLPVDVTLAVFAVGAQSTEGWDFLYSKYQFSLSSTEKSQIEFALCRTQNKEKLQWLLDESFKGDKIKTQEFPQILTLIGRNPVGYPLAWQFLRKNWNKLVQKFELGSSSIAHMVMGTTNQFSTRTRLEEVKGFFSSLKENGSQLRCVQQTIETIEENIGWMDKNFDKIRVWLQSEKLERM
Xi reactivation = reactivates the inactive X chromosome in mouse fibroblasts | XiGFP mouse fibroblasts, % GFP-positive cells imaging, 3 d; cells co-treated with 5-aza-dC sensitizer; scaled so ellipticine positive control = 100% | activation, % at 7.58 µM | hit rate 0.055% among 360,000;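 active = mean normalized replicate activation at least 10% and every replicate at or above 10%; inconclusive = only one of the two criteria met; inactive = mean below 10% and not all replicates reach 10%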;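 also: 0% = median of on-plate neutral control wells and 100% = ellipticine 6 µM median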
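material = 68-5-11 XiGFP fibroblast line | medium = DMEM plus 5-aza-dC sensitizer | schedule = 3 days compound exposure | benchmarks = positive control ellipticine, 6 µM final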
Numbers without * were called inactive; ? = inconclusive; . = no result given; & = joins results of further samples. The list is partial (hit frequency here may not be typical).

SMILES	Statin myotox sup	Cneo AK release	PGC1a acetyl inh	S100A4 inh HTS	LGR2 inh	SIRT5 block	ERAP1 inh	Xi reactivation
CC(C(=O)Nc1cccc([N+](=O)[O-])c1)N1C(=O)NC2(CCCC2)C1=O (configuration not stated)	4	-1	3	-5	2	-5	-3	0.0
OCCN(Cc1ccccc1)Cc1ccccc1O	.	.	-4	2	.	1	-2	0.1
CCSC1=C(C#N)C(c2ccc(C)s2)CC(=O)N1 (configuration not stated)	2	-1	-1	2	8	16*	5	.
COCC(=O)N1C[C@H](C)[C@@H](OC)CN(C)C(=O)c2cc(NC(=O)c3cc(C)on3)ccc2OC[C@H]1C	-1	.	4	.	7	.	.	0.1
Cc1ccc(C2=NN(C(=O)CCl)C(c3cccs3)C2)o1 (configuration not stated)	.	.	.	-4	-16	3	0	0.1
CC(C)=CCC/C(C)=C/CNC(=O)C[C@H]1C[C@H](C(=O)N2CCOCC2)[C@@]2(CCC3CCCC3)c3[nH]c4cc(CCC(=O)N(C)C)ccc4c3CCN2C1=O	9	-2	.	2	6	1	0	-0.1
CCC(=O)Nc1ccc2c(c1)C(=O)N(C)C[C@H](OC)[C@H](C)CN(C(=O)c1ccncc1)[C@@H](C)CO2	4	-1	11	-9	5	-9	3	0.1
CCCS(=O)(=O)N1CCCC(C(=O)N2CCCCC2)C1 (configuration not stated)	8	0	2	-3	-8	-8	-3	0.5
CCN1CNC(=S)N(c2cccc(C)c2)C1	.	-2	0	5	.	-6	1	0.0
COc1ccc(C(O)Cn2cc([N+](=O)[O-])nc2C)cc1 (configuration not stated)	-7	-6	-1	1	.	-4	.	0.0
C[C@@H]1CCCCO[C@@H](CN(C)C)[C@@H](C)CN([C@H](C)CO)C(=O)c2cc(NS(=O)(=O)c3ccc(F)cc3)ccc2O1	-1	-4	-4	11	-7	1	1	0.4
C[C@@H]1CN([C@@H](C)CO)C(=O)c2cc(-c3cccc(F)c3)cnc2O[C@H]1CN(C)C(=O)c1ccccn1	.	1	-9	14	10	-5	-1	0.3
O=C(NC1CCCC1)c1nc(-c2c(F)cccc2F)oc1-c1ccccc1	.	.	.	-1	-27	-1	-1	-0.1
CN1C(=O)c2cc(NC(=O)C3CC3)ccc2OC[C@@H]2O[C@H](CC(=O)NCCc3ccncc3)CC[C@@H]21	-6	-3	-14	2	-9	0	0	0.1
CC(C)(C)c1cc(NC(=O)c2cccs2)no1	-16	-8	.	-8	17	-3	-6	0.0
O/N=C/Cc1[nH]c2ccccc2c1-c1ccccc1	43	-2	-6	0	-4	-4	-2	0.0
COCCNc1nc(-c2cc(-c3ccc(Cl)cc3)on2)cc(C(C)C)n1	18	10	.	-1	-4	.	-2	0.0
CCc1ccc(S(=O)(=O)Nc2cccc(-c3ccc4nncn4n3)c2)s1	.	.	.	-3	.	4	-3	-0.1
CC(C)NC(=O)OC[C@H]1O[C@H](C#Cc2ccc(C(C)(C)C)cc2)C=C[C@H]1O	.	.	.	-2	13	.	1	-0.2
COc1cc(S(=O)(=O)N(Cc2cccs2)CC2CCCO2)ccc1-n1cnnn1 (configuration not stated)	-10	-1	-2	8	-1	-2	-5	.
O=C(C[C@@H]1C=C[C@@H](NC(=O)Cc2ccccn2)[C@H](CO)O1)NCCc1ccccc1	2	-5	-1	8	-5	4	1	-0.2
O=C(C[C@H]1CC[C@@H]2[C@H](COC[C@H](O)CN2C(=O)c2ccccc2)O1)N1CCOCC1	-6	-1	-1	-7	19	0	-1	0.0
COc1ccc(S(=O)(=O)N2CCCCN3[C@@H](CO)[C@H](c4ccc(C#CCC(C)C)cc4)[C@@H]3C2)cc1	.	5	-2	.	-6	-2	.	0.3
Cc1ccc(C)c(NC(=O)CCC(=O)NNC(=S)Nc2ccccc2)c1	6	.	-3	1	-13	-4	4	0.2
C=C(C)C(=O)Nc1cccc(C2=NOC3(C2)C[C@@H](C(N)=O)N(C(=O)C2(C)CC2)C3)c1 (some centres not stated)	-6	-1	13	.	6	.	.	2.7
CSc1nsc(SCC(=O)Nc2ccccc2C(=O)O)n1	4	0	.	2	-16	-6	-1	0.0
O=C1CCCN1S(=O)(=O)c1ccc(F)cc1	0	1	9	-5	12	9	-2	0.0
COc1cccc(CN2[C@@H](CO)[C@@H](c3ccccc3)C23CN(C(=O)C2CCC2)C3)c1	.	.	2	2	8	-3	2	0.2
COc1cc(NC2c3ccccc3C(=O)N2Cc2ccccc2Cl)cc(OC)c1 (configuration not stated)	-2	8	-20	0	-1	-1	3	0.1
CCOC(=O)c1c(-c2ccc(OC)cc2)csc1NC(=O)CCN1C(=O)c2ccccc2C1=O	-1	-1	-23	-8	-4	-1	2	.
C[C@H]1CN([C@@H](C)CO)S(=O)(=O)c2ccc(C#Cc3ccccc3)cc2O[C@H]1CN(C)S(=O)(=O)c1cn(C)cn1	9	5	1	-7	-31	3	1	-0.4
CC(=O)c1cc(-c2ccccc2)n(CC(=O)Nc2ccc(C)c(C)c2)c1C	-2	.	.	-5	-2	-3	3	0.0
CNC[C@H]1Oc2ccc(NC(=O)CCN3CCOCC3)cc2C(=O)N([C@H](C)CO)C[C@H]1C	-1	35	?	-2	-15	8	-2	0.0
CCc1ccc(N(C(=O)c2csnn2)C(C(=O)NC(C)(C)CC)c2cccnc2)cc1 (configuration not stated)	.	.	.	1	4	-1	-5	0.0
CN(C)CCCNC(=O)C[C@@H]1CC[C@H]2[C@@H](COC[C@@H](O)CN2Cc2cccc(C(F)(F)F)c2)O1	-6	4	0	-19	-5	-5	-2	0.2
CCN(Cc1ccncc1)Cc1cn(C)nc1-c1ccc(Oc2ccccc2)cc1	.	.	.	-1	-6	-1	0	0.0
COc1ccc(C)cc1NC(=O)c1ccc(S(=O)(=O)N2CCCCC2)cc1	-10	0	-8	-4	-14	-3	-2	0.3
Cn1c2c(c(=O)n(C)c1=O)[C@@]1(C(=O)Nc3ccccc31)C(C#N)=C(N)O2	.	.	.	43	-6	-2	-2	0.0
COc1ccc(C(=O)Nc2nnc(CCc3ccccc3)s2)c(OC)c1	7	1	2	-3	.	12	-2	0.1
Cc1ccc(-c2ccnc3[nH]n(-c4ccccc4)c(=O)c23)cc1	-9	-1	-10	-1	.	-3	0	0.1
C[C@H](O)C#Cc1cnc2c(c1)C(=O)N([C@H](C)CO)C[C@@H](C)[C@@H](CN(C)C(=O)CN1CCOCC1)O2	-68	0	2	-1	12	-5	2	-0.1
Fc1ccc(-c2nc3cnccn3c2NC2CCCC2)cc1	-2	.	.	-3	-14	-4	-15	0.1
CC1(C)OC(=O)C2=C(CC(CCc3ccccc3)OC2c2ccc(F)cc2)O1 (configuration not stated)	.	.	.	2	11	1	.	0.6
COc1ccc(-c2noc(CCC(=O)NCc3cccnc3)n2)cc1	6	0	-11	3	-17	-2	2	.
C[C@@H]1CCCCO[C@H](CN(C)S(=O)(=O)c2cccs2)[C@@H](C)CN([C@@H](C)CO)C(=O)c2cc(NC(=O)Cc3ccccc3)ccc2O1	.	0	4	.	6	.	.	-0.1
C/C=C(/CCC1NCCc2c1[nH]c1ccccc21)[Si](C)(C)C (configuration not stated)	.	.	-7	-8	-77	2	0	1.2
Cc1ccc(S(=O)(=O)N(C)C[C@@H]2Oc3ccc(NC(=O)Cn4cnnn4)cc3C(=O)N([C@@H](C)CO)C[C@@H]2C)cc1	-48	5	0	18	-9	-1	-2	-0.9
COc1ccc(C(=O)NC(=S)NNC(=O)c2ccc(C)cc2)cc1	7	.	4	-7	-2	-7	.	0.0
CCCNC(=O)[C@H]1[C@H](CO)[C@H]2Cn3c(ccc(-c4cccnc4)c3=O)[C@H]2N1C(=O)c1ccccc1F	-8	0	.	1	5	-36	.	0.0
O=C(Cc1ccccc1)Nc1ccccc1N1CCOCC1	-25	-1	-15	.	30	.	.	.
CN(C)CC/C=C1/c2ccc(F)cc2Sc2ccc(Cl)cc21	.	5	-7	8	15	0	17	-0.1
COc1ccccc1CCC(=O)Nc1ncc(C)s1	-11	0	-2	-5	-32	2	2	0.3
CO[C@@H]1CN(C)C(=O)c2cc(NS(=O)(=O)c3ccc(C)cc3)ccc2OC[C@@H](C)N(C(=O)NC(C)C)C[C@@H]1C	-1	0	-12	-7	3	-4	-1	0.2
C[C@H](CO)N1C[C@H](C)[C@@H](CN(C)S(C)(=O)=O)Oc2ccc(NS(=O)(=O)c3cn(C)cn3)cc2C1=O	30&-5	-3&1	-7	-2&-6	-24&8	-3&-1	-1&0	-0.1&0.9
CCOC(=O)C1CCCCN1Cc1ccc(F)cc1 (configuration not stated)	3	0	-2	-7	14	3	0	.
O=S(=O)(Nc1ccc(O)c2ccccc12)c1ccc(OC(F)(F)F)cc1	.	-1	38	68	59*	3	0	1.5
COCC(=O)N1C[C@@H]2[C@H](c3ccccc31)[C@@H](CO)N2C(=O)c1ccccc1F	14	2	6	0	7	1	4	0.0
CSCc1cc(N(C)c2ccccc2)nc(-c2ccccc2)n1	-2	2	-10	0	-14	-2	-2	0.0
O=C(Nc1nc(-c2ccccn2)cs1)Nc1ccc(F)cc1F	-131	1	.	5	-40	-2	-1	-0.1
CO[C@H]1CN(C)C(=O)c2cc(NS(=O)(=O)CC(F)(F)F)ccc2OC[C@@H](C)N(Cc2ccccn2)C[C@H]1C	14	7	-3	1	3	4	4	0.1

Full records, looked up by structure. Screens in order: Statin myotox sup	Cneo AK release	PGC1a acetyl inh	S100A4 inh HTS	LGR2 inh	SIRT5 block	ERAP1 inh	Xi reactivation
CSCc1cc(N(C)c2ccccc2)nc(-c2ccccc2)n1 is listed as -2	2	-10	0	-14	-2	-2	0.0
CN(C)CC/C=C1/c2ccc(F)cc2Sc2ccc(Cl)cc21 is listed as .	5	-7	8	15	0	17	-0.1
COc1ccccc1CCC(=O)Nc1ncc(C)s1 is listed as -11	0	-2	-5	-32	2	2	0.3
CCCNC(=O)[C@H]1[C@H](CO)[C@H]2Cn3c(ccc(-c4cccnc4)c3=O)[C@H]2N1C(=O)c1ccccc1F is listed as -8	0	.	1	5	-36	.	0.0
O=C(Nc1nc(-c2ccccn2)cs1)Nc1ccc(F)cc1F is listed as -131	1	.	5	-40	-2	-1	-0.1

(next part)
SMILES	Statin myotox sup	Cneo AK release	PGC1a acetyl inh	S100A4 inh HTS	LGR2 inh	SIRT5 block	ERAP1 inh	Xi reactivation
CN(C)C(=O)c1ccc(-c2ccc([C@@H]3[C@@H](C#N)N(C(=O)Cc4ccccn4)[C@H]3CO)cc2)cc1	4	0	-3	-5	-7	0	-3	0.0
COc1ccc(/C=C2/SC(=S)N(c3ccc(S(=O)(=O)Nc4nccs4)cc3)C2=O)cc1	.	.	-10	-1	30	1	-3	0.0
C[C@@H]1CN([C@@H](C)CO)C(=O)c2cc(C3=CCCC3)cnc2O[C@H]1CN(C)C(=O)NC1CCCC1	-2	0	3	7	12	4	2	-0.1
COc1ccc(CC(=O)Nc2ccc3c(c2)C(=O)N(CCC(=O)O)C3=O)cc1	2	-2	3	-3	.	-1	-2	0.1

Assay outcomes (PubChem BioAssay)
